Screening data as filed in PubChem BioAssay.
MITF TRPM1 HTS = MITF TRPM1 promoter activation in melanoma cells; SK-MEL-5 TRPM1-promoter luciferase, 24 h; % of positive control, neutral wells = 0; 300,000 tested, 0.75% active; activation, % at 12.5 µM; AID 588334;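 active = mean activation of at least 80% with every replicate also reaching 80%; inconclusive = mean reaches 80% but some replicate falls short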;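 also: 0% = neutral control wells and 100% = parthenolide positive control wells; values of inactives mirror those of a sister screen read the other way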
SR-BI DiI inh = inhibitors of mouse SR-BI mediated HDL lipid uptake. Q61009. 320,000 tested, 0.96% active. inhibition, % at 12.5 µM. ldlA[mSR-BI] CHO cells, DiI-HDL uptake fluorescence, 3 h;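 active = mean replicate inhibition of at least 70% and a set share of replicates each scoring 70 or more; inconclusive = meets just one of the two criteria; inactive = fails both criteria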;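 also: 0% = median of neutral control wells and 100% = median of positive control wells; values of inactives mirror those of a sister screen read the other way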
Target sequence (Q61009 whole entry, looked up): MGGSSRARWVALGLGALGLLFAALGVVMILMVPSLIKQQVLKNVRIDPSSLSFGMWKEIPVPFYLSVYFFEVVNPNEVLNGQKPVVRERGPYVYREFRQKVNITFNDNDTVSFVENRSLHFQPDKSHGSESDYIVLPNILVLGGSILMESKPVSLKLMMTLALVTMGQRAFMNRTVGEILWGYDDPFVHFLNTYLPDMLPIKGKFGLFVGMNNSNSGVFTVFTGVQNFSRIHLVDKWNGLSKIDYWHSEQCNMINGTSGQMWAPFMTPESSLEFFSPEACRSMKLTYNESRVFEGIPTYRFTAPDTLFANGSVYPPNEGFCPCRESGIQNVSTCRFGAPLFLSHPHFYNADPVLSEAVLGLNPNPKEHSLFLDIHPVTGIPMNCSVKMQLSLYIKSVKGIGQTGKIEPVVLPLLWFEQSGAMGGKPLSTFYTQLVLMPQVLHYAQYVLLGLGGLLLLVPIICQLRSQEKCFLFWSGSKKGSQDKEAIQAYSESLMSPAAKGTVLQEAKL
SR-BI DiI-HDL act = SR-BI HDL lipid transfer activation; CHO ldlA[mSR-BI] cells, DiI-HDL uptake fluorescence, 3 h; 100 = double the neutral-control signal; activation, % at 12.5 µM; 320,000 tested, 0.096% active; AID 504775;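 active = mean replicate activation of at least 60% and every replicate at or above 60%; inconclusive = mean or all-replicate condition met, but not both; inactive = mean below 60% and not all replicates reaching 60%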;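 also: 0% = median plate neutral-control signal and 100% = twice that signal; values of inactives mirror those of a sister screen read the other way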
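system = CHO ldlA[mSR-BI] cells, LDL receptor-null, SR-BI overexpressing | medium = Ham's F12 with 0.5% BSA, HEPES 25 mM, pH 7.4 | probe or stimulus = DiI-HDL 10 µg/mL | compound dosing = single-point compound dose | incubation = compound exposure 3 h, 37 °C | technique = DiI fluorescence, bottom read | read-out = cell-associated DiI fluorescence as measure of HDL uptake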
DSG3 Ab inh = human desmoglein-3 autoantibody binding inhibition. P32926. AID 588358. 310,000 tested, 0.48% active. DSG3-coupled beads, scFv-anti-DSG3-GFP binding, flow cytometry; hits give low values. binding (percent of control), % at 10 µM;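 active = binding more than 3 SD below its plate's average and above zero; inconclusive = below that plate limit but binding exactly zero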;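 also: hits lower antibody fragment binding to DSG3; some compounds called inactive have numbers as strong as hits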
PKA-R1A act = activators of PKA-R1A complex | PKA-R1A dissociation, Cy5-IP20 fluorescence polarization; scaled: DMSO 0%, 113 µM cGMP 100% | 340,000 tested, 0.083% active | activation, % at 11.4 µM;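 active = percent activation above the mean of all tested compounds plus 3 SD, cut at about 19% in these data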;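 also: higher means more PKAc released from R1A so a rise in polarization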
NSD2 HMT inh = blocks human histone methyltransferase NSD2; AID 743445; 310,000 tested, 0.54% active; inhibition, % at 12.5 µM; NSD2 peptide methylation, AlphaScreen, 120 min; O96028; in the data active = inhibition above about 50%
Mot1-301 SUMO = blocks SUMOylation pathway, rescuing yeast Mot1-301 growth; S. cerevisiae Mot1-301 growth rescue, ATP luminescence, 38.5C; percent above DMSO median, 100 means doubled; growth rescue, % at 18.8 µM; 320,000 tested, 1% active;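 active = every valid replicate shows activation above 250% relative to neutral control wells; inactive = the rest, any valid replicate at or below 250%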;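 also: OY570 slx delta 5 strain wells were the positive control but not used for scaling; some compounds called inactive have numbers as strong as hits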
Arr AP2 block = blocks beta-arrestin peptide binding to AP2 adaptin | 340,000 tested, 0.31% active | inhibition, % at 10 µM | FITC-arrestin peptide / GST-AP2 beads, flow cytometry; AP2 beta2 appendage carries R879A mutation | AID 504490;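 active = inhibition above a set limit, near 3 SD of compounds lacking own fluorescence, cut at about 54% in these data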;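 also: plate controls were DMSO wells for no effect and 5 µM unlabelled arrestin peptide for full effect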
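Measured by: flow cytometry, FL1 (488/535 nm); Material: AP2 appendage R879A on GSH beads; Evaluation: percent response; Timing: pre-incubation 12 min, peptide binding 1 h, room temperature; Also added: 50 nM FITC-arrestin peptide; Medium: PBS with 0.05% Tween 20 and 0.1% BSA.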
CDK5 p35 inh = inhibitors of human CDK5/p35 kinase; Q00535+Q15078; Recombinant CDK5/p35, ADP-Glo luminescence, 60 min; inhibition, % at 10 µM; 330,000 tested, 0.01% active; AID 488839;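 active = highest replicate inhibition of at least 50% and at least 75% of replicates reaching 50%; inconclusive = only one of the two criteria met; inactive = both criteria failed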;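 also: plate controls were DMSO neutral control for no effect and GW8510 at 10 µM for full effect; many of its hits are not listed in these tables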
PKA-R2B activ = activators of human PKA-R2B complex. P22694+P31323. PKA-R2B holoenzyme dissociation, Cy5-IP20 fluorescence polarization; R2B truncated from residue 108, S112A mutant; 0% DMSO only, 100% 113 µM cGMP. activation, % at 11.4 µM. 340,000 tested, 0.079% active. AID 504700;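 active = activation above a cutoff set at the mean over all compounds plus 3 SD, cut at about 18% in these data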;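 also: higher means more holoenzyme dissociation and a rise in polarization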
Target sequence (P31323 whole entry, looked up, other chains not shown, the tested form may be a part): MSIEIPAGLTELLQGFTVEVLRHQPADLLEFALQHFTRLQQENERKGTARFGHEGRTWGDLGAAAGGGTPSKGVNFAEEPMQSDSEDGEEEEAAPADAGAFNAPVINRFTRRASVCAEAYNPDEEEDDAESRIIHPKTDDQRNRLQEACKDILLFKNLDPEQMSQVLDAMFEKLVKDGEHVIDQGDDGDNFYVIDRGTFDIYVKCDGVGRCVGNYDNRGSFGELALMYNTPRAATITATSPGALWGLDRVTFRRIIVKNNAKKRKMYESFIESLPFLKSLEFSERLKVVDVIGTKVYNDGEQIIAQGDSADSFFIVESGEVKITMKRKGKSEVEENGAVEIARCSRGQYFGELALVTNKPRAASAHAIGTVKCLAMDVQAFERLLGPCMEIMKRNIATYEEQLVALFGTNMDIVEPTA
dFosB activator = enhances mouse delta FosB homodimer DNA binding | P13346 | purified delta FosB, TAMRA-CDK5 oligo fluorescence polarization; percent of positive-control signal above neutral wells | activation, % at 25 µM | 340,000 tested, 0.99% active;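 active = mean activation above about 17%, with every replicate also reaching it, limit read from the data, passing the limit was not always enough; inconclusive = only one of the two conditions met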;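 also: fluorescence polarization rise as delta FosB binds a TAMRA Cdk5 AP-1 oligo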
The depositor's hits bear a star; ? = inconclusive; . = not tested or not shown. Random draw from the library; 4.7% or so of the library scored in one or more.

DSG3 Ab inh	SR-BI DiI-HDL act	SR-BI DiI inh	Arr AP2 block	MITF TRPM1 HTS	PKA-R2B activ	PKA-R1A act	dFosB activator	NSD2 HMT inh	Mot1-301 SUMO	CDK5 p35 inh	structure
96	-24	24	34	-9	12	-1	-8	-1	5	0.1	O=C(Cn1cnc2cc([N+](=O)[O-])ccc2c1=O)NCCc1ccc(F)cc1
101	11	-11	0	-4	-4	-5	1	-3	6	3.2	O=C(O)c1ccccc1SCc1cn2ccccc2n1
96	-30	30	18	-18	-5	1	-7	2	7	1.5	COc1ccc(NC(=O)N2CCn3c2nc2ccccc23)cc1
100	-2	2	-4	-7	6	3	-1	.	4	-0.2	CCCCNC(=S)Nc1ccc2[nH]c(=O)[nH]c2c1
95	-61	61	8	13	-3	-3	-9	3	9	-0.3	C=CCOC(=O)C(C#N)c1nc2ccccc2nc1N1CCC(C(=O)OCC)CC1 (stereo not drawn)
99	-8	8	41	2	-6	2	-8	-3	-28	-0.4	O=C(c1cn(-c2ccccc2)nc1-c1ccccc1)N1CCN(c2ccccn2)CC1
100	-6	6	10	44	2	-7	-10	.	19	-0.5	COc1cc(C#Cc2c(-c3cncn3C)n(C)c3ccc(-c4ccc5cc[nH]c5c4)cc23)cc(OC)c1
90	2	-2	27	14	-3	15	-3	0	12	-0.6	CCN(CC(=O)Nc1ccc(C(=O)OC)cc1)Cc1ccccc1
99	-15	15	-2	16	-1	-1	-4	2	-2	-1.8	CCOC(=O)c1ccc(NC(=O)Cn2cccc2)cc1
103	-22	22	-2	-18	5	10	-9	-1	-15	3.2	Cc1ccc(C(=O)NNC(=O)CSc2nnc(-c3ccncc3)n2-c2ccc(C)cc2)cc1
93	-22	22	6	9	-4	-5	-10	-1	-3	1.0	CCN(C(=O)CSc1nnc(Nc2ccc(OC)cc2)s1)C1CCS(=O)(=O)C1 (stereo not drawn)
100	12	-12	9	-6	8	-6	-4	8	-5	-4.4	CSc1ccc(/C=C2\C(=N)N3N=C(CC(=O)N4CCOCC4)SC3=NC2=O)cc1
106	-1	1	7	5	1	-8	0	-1	0	2.9	CN=C(NC)SC1CC(=O)N(c2ccccc2)C1=O (stereo not drawn)
.	12	-12	-5	.	-3	3	-8	1	-26	0.7	CCC(C)N(NC(C)=O)c1nc(Cl)nc(NC(C)C)n1 (stereo not drawn)
112	32	-32	-8	50	0	-4	-1	-1	18	-4.9	Cc1ccc(Nc2nc(COC(=O)COc3ccc(C=O)cc3)cs2)cc1
99	-48	48	-2	4	-7	0	2	2	-3	0.4	Cc1cccc(NC(=O)C2C3CCC4C(CCC32)C4(Cl)Cl)c1 (stereo not drawn)
103	26	-26	-7	.	-8	-12	-8	4	.	0.7	Cc1c(C(=O)O)c(=S)sn1CCOc1ccccc1
89	72*	-72	-1	2	-2	-8	0	0	-7	0.7	Cn1nnnc1SCCNC(=O)C1CCC(=O)N(Cc2ccccc2F)C1 (stereo not drawn)
102	9	-7	9	1	0	-14	2	.	5	3.0	CCN1C(=NCCOC)N[C@@H](c2ccccc2)[C@H](C(=O)OC)[C@H]1C
100	-10	10	-11	2	7	-2	1	-1	111	-2.9	CCn1cc(C(=O)N[C@H](C(=O)O)C(C)C)c(=O)c2cc3c(cc21)OCO3
78	-8	8	8	0	0	5	4	10	-15	-1.0	COc1ccc2nc3oc(C(=O)N4CCN(c5ccccc5F)CC4)cc3cc2c1
103	-30	30	0	4	-3	-15	-3	-3	27	0.2	CCCCOc1ncnc2c1[nH]c1ccc(F)cc12
95	-30	30	7	-54	-13	-10	4	2	9	2.0	CC1Cc2cc(-c3csc(NC(=O)Cc4ccccc4)n3)ccc2N1S(C)(=O)=O (stereo not drawn)
116	13	-13	-11	-4	7	1	-2	-1	-4	1.8	COc1ccc(CC(NC(C)=O)C(=O)NC2CCN(C(=O)C3CCCCC3)CC2)cc1OC (stereo not drawn)
99	7	-7	10	11	-5	-11	-3	0	-2	-0.9	CCNC(=O)CC1SC(=Nc2ccc(Cl)cc2)N(CC)C1=O (stereo not drawn)
110	7	-7	-8	126*	-12	-1	-2	-2	.	1.5	CC(=O)Nc1ccc(C(=O)COC(=O)C2CC2)c(F)c1
116	20	-20	2	-33	-12	-8	-1	3	.	-0.1	Cc1cc(N)cc(C)c1-c1c(Br)cc(N)cc1Br
101	14	-14	-11	7	-11	2	1	-1	13	0.7	Cc1nnc(NC(=O)c2ccc3c(c2)C(=O)N(CCC(C)C)C3=O)s1
100	13	-13	-32	-5	-4	-10	1	-3	90	0.4	Cc1cc(C)cc(NC(=S)NCc2cccnc2)c1
96	13	-13	0	-3	-2	3	-10	3	-18	1.4	Cc1ccc2nc(NC(=O)CN3C(=O)NC4(CCCCC4)C3=O)sc2c1
.	8	-8	-11	-4	-6	8	-18	0	-34	-0.5	Cc1ccc2c3c1C1(C(=O)N3C(C)(C)CC2C)C(C#N)=C(N)Oc2cc(O)ccc21 (stereo not drawn)
99	.	.	-15	12	-11	-5	-21	0	-16	0.0	Cn1ncn2c(=O)c3c(nc12)-c1ccccc1CC31CCCC1
119	-61	61	3	.	-3	8	-13	0	310	-1.6	Cc1ccc(C(=O)Nc2ccccc2C(=O)Nc2ccccn2)cc1Cl
109	29	-29	-1	-10	-8	-7	25*	1	7	1.9	Cc1cc(Br)cc(Br)c1OCC(=O)NNC(=O)CCC(=O)NCc1ccccc1
100	2	-2	-2	3	-7	0	-7	1	.	0.8	O=C(CSc1n[nH]c(-c2ccccc2O)n1)N1CCCc2ccccc21
76	12	-12	4	-8	-2	8	-1	6	.	-0.9	Cc1ccc(CNC(=O)c2ccc(-n3cccc3)cc2)cc1
102	-13	13	-18	3	3	-7	-11	0	2	0.8	Cc1cc2[nH]c(=O)c(=O)[nH]c2cc1S(=O)(=O)Nc1cccc(C)c1C
105	0	0	3	-8	-1	-7	-4	.	23	-3.4	C/C=C(/C)C(=O)Nc1cccc(C2=NOC3(C2)C[C@H](C(N)=O)N(C(=O)c2ccccc2)C3)c1 (stereo partly drawn)
101	14	-14	-2	2	-11	-3	1	0	-6	0.3	COc1ccc(/C=N/NC(=O)CNc2n[nH]c(=O)[nH]c2=O)cc1OC
109	18	-18	-3	6	-13	-6	-10	3	7	1.1	COc1ccc(CNC(=O)CNC(c2ccccc2)c2ccccc2)cc1OC
89	31	-31	21	-28	-8	6	?	-3	7	-0.3	Cc1ccc(Cn2c(N)c(S(=O)(=O)c3cccs3)c3nc4ccccc4nc32)cc1
107	.	.	-2	.	-13	-13	-5	-2	7	-6.5	COc1ccc(N2CCN(S(=O)(=O)c3ccc(OC)c(C(=O)N4CCCC4)c3)CC2)cc1
90	17	-17	1	-2	4	3	-1	1	-15	-0.4	O=C(COC(=O)c1cnccn1)Nc1ncc(C(F)(F)F)cc1Cl
112	9	-9	16	.	-11	4	-9	-3	-4	-0.1	CC1(C)Cc2c(sc3nc4n(c(=N)c23)CCCCC4)CO1
121	12	-12	23	5	-8	-4	2	0	-7	-3.4	CCOC(=O)C(NCc1ccccn1)(NC(=O)c1cccnc1)C(F)(F)F (stereo not drawn)
104	-10	10	20	11	-2	-2	3	-3	-16	-0.1	CC1(C)CC(=O)c2cc(NC(=O)c3ccc(F)cc3)c(=O)oc2C1
98	3	-3	-8	0	-7	4	4	-5	-13	1.2	S=C(NCCCN1CCOCC1)NC1CC1
93	.	.	29	-9	-8	1	-5	-6	792*	-1.2	Cc1ccccc1C(=O)NNC(=O)/C=C\C(=O)O
107	-26	26	2	-3	-1	-7	-5	-2	-13	0.4	Nc1ccc(-c2cc(-c3cccc(N)c3)nc(-c3ccccc3)n2)cc1
100	-10	10	17	8	8	-2	1	7	12	-1.6	CSc1ncccc1C(=O)Nc1cccc(S(=O)(=O)N2CCCC2)c1

More entries follow:
DSG3 Ab inh	SR-BI DiI-HDL act	SR-BI DiI inh	Arr AP2 block	MITF TRPM1 HTS	PKA-R2B activ	PKA-R1A act	dFosB activator	NSD2 HMT inh	Mot1-301 SUMO	CDK5 p35 inh	structure
94	33	-33	3	36	-6	-9	3	-5	11	-0.3	O=C1/C(=C/c2ccc(Br)cc2)Oc2cc(O)ccc21
96	6	-6	-2	.	9	1	-7	15	-7	-0.4	O=C(COc1ncnc2sccc12)Nc1cccc(S(=O)(=O)N2CCOCC2)c1
109	-27	27	-11	5	-7	2	-8	1	-1	-1.2	CCOc1ccc(C(=O)NCC(=O)OCCCC(=O)c2ccc(F)cc2)cc1OCC
103	1	-1	1	-2	-10	0	2	-3	-19	4.0	Cc1nc2ncc(Br)cc2[nH]1
118	-2	2	4	-1	10	-7	-2	1	-25	-8.5	COc1ccc(S(=O)(=O)NCC(=O)N(CC(=O)NCc2ccccc2)Cc2ccco2)cc1
93	-13	13	6	-16	-3	1	-5	1	12	0.2	COc1ccc(-c2cc(C(=O)N(C)Cc3nc4ccccc4c(=O)[nH]3)c3ccccc3n2)cc1OC
111	3	-3	29	-7	-14	-2	8	-2	-3	-0.5	O=C(Cc1ccc(Cl)c(Cl)c1)Nc1ccc2[nH]c(=O)[nH]c2c1
209	-51	51	36	-7	-5	5	-11	-2	.	0.5	CCOC(=O)/C(=C/C=C1\Sc2cc(C)c(C)cc2N1CC)C(C)=O
97	-2	2	26	-7	-12	-2	1	-1	38	-2.6	CC(C)(Oc1ccc(Cl)cc1)C(=O)NC1CC1
124	-9	9	-5	-9	-1	-9	-4	1	-1	2.6	Cc1ccc(C2CC(=O)Nc3cc4c(cc32)OCCO4)s1 (stereo not drawn)
.	24	-24	8	-5	-6	-6	-4	3	-16	-0.8	O=C(NCc1ccco1)C(c1ccccc1F)N(Cc1cccnc1)C(=O)Cn1nnc2ccccc21 (stereo not drawn)
108	16	-16	29	10	4	-7	-1	-2	50	0.4	COc1ccc(NC(=O)c2ccc(Br)o2)c([N+](=O)[O-])c1
.	5	-5	6	9	-1	-1	-9	-1	-3	-2.0	COc1ccc(-c2nc(SCC(=O)NC3CCCCC3)n[nH]2)cc1
